Compound activity from PubChem BioAssay.
Growth percent in the NCI-60 one-dose screen (48 h, 10 µM unless noted): 100 = growth as untreated, 0 = no growth, -100 = all killed.
SK-OV-3 = SK-OV-3 ovarian cancer cells | 80,000 compounds, 3.2% hits | AID 1794785
NCI-H460 = NCI-H460 lung cancer; 82,000 compounds, 6.8% hits
NCI-H322M = NCI-H322M lung cancer. 80,000 compounds, 2.7% hits
NCI/ADR-RES = NCI/ADR-RES ovarian cells | 81,000 compounds, 4.4% hits | AID 1794790
NCI-H23 = NCI-H23 lung cancer; 80,000 compounds, 4% hits; AID 1794731
NCI-H522 = NCI-H522 lung cancer. 78,000 compounds, 8% hits
COLO 205 = COLO 205 colon cancer. 79,000 compounds, 7.3% hits. AID 1794742
NCI-H226 = NCI-H226 lung cancer | AID 1794732 | 79,000 compounds, 3.5% hits
IGROV1 = IGROV1 ovarian cancer | 79,000 compounds, 4.7% hits | AID 1794786
An asterisk follows results filed as active; x = not tested or not shown; & = joins results of further samples; [ ] = dose if it differs, or a comment. The calls were made as follows: active = growth percent below 10; inactive = the rest.

SMILES	SK-OV-3	NCI-H460	NCI-H322M	NCI/ADR-RES	NCI-H23	NCI-H522	COLO 205	NCI-H226	IGROV1
COc1ccc(S(=O)(=O)c2ccc(OC)cc2)cc1	118	101	89	99	94	90	104	97	96
COc1cc(C(=C2O[C@@H]([C@H](O)CO)[C@H]3OC(C)(C)O[C@@H]23)c2cc(OC)c(OC)c(OC)c2)cc(OC)c1OC	108	111	114	98	102	114	112	105	100
N[C@@H](CCC(=O)N[C@@H](CS)C(=O)NCC(=O)O)C(=O)O	109	108	106	104	103	110	102	97	108
CCOc1ccc2nc(NC(=O)Nc3ccccc3C)sc2c1	82	42	87	23	76	33	50	38	49
CCCCCC(=O)OCCCCOC(=O)CCCCC	113	104	102	112	102	95	104	104	105
CCCCCC(=O)Oc1ccc(/C(CC)=C(/c2ccccc2)c2ccc(OCCN(CC)CC)cc2)cc1	86	91	100	84	80	91	74	93	93
CCN1CCN(/C=C2\SC(=S)NC2=O)CC1	136	110	101	108	105	113	105	120	110
N#Cc1ccc(S(=O)(=O)O)c2ccccc12	99	111	112	106	99	92	115	93	119
COC(=O)c1sc(-c2ccc(F)cc2)cc1O	125	101	88	102	94	90	113	106	101
O=C(NNc1cn[nH]c(=O)c1Cl)/C(=C/c1ccc2c(c1)OCO2)NC(=O)c1ccccc1	102	106	103	98	96	89	102	98	100
Oc1ccc2ccccc2c1CNc1ccc(Br)cc1	88	58	82	80	80	55	98	84	81
CCCSc1nnc(-c2ccc(-c3ccc(Cl)cc3)nc2C)o1	106	102	107	100	96	96	108	93	102
Cc1ccccc1C(=O)NNC(=O)c1n[nH]c(=O)c2ccccc12	105	97	87	96	93	83	93	97	33
O=C(O)c1cn(C2CC2)c2cc(N3CCN(C(=O)C[n+]4cccc5ccccc54)CC3)c(F)cc2c1=O	106	97	102	94	84	-90*	35	101	93
Cc1cccc(C)c1N1C(c2ccccc2)=NNC12C=CC(=O)C=C2Cl (centres undefined)	89	107	97	102	93	81	106	98	93
COc1cc2c(c(OC)c1OC)C(=O)CC(c1cccc(NC(=O)c3cccc(Cl)c3)c1)O2 (centres undefined)	98	85	90	79	87	63	104	83	88
COc1cc2c(cc1OC)[C@H](c1ccc(O)cc1)[C@@H](C)C(C)=C2	111	107	x	101	103	81	123	92	92
COc1nc2ccc(OC(C)C)cc2cc1-c1nc2c(cnn2-c2ccc(Br)cc2)c(=O)[nH]1	97	102	98	99	98	85	109	86	100
O/N=C1\c2ccccc2-c2cc(Br)ccc21	92	105	82	100	93	85	x	x	80
COc1ccc(/C(CS(=O)(=O)c2ccccc2)=N\O)cc1	112	109	108	115	105	97	114	89	109
O=C(C[n+]1ccc(/C=C/c2ccncc2)cc1)c1ccc(O)c(O)c1	117	99	97	97	92	54	90	93	90
CCCCC(=O)OCCc1ccccc1	107	108	114	108	110	89	120	103	116
COc1ccc(/C(C)=C(\c2ccc(Cl)cc2)c2ccc(OCCN3CCCCC3)cc2)cc1F	63	7.3*	76	63	48	65	5.9*	77	46
Clc1ccc(CN=Nc2ccccc2)cc1	98	74	68	64	95	73	97	90	80
Cn1ccc2cc(NC(=O)c3ccnnc3)ccc21	110	109	107	108	91	x	113	95	87
CC(C)C[C@@H](C=O)NC(=O)[C@H](Cc1ccccc1)NC(=O)c1cnccn1	111	108	102	106	104	100	112	96	104
COc1ccccc1N1CCN(c2ncnc3sc4c(c23)CCN(CC(=O)O)C4)CC1	113	103	x	104	102	95	115	102	108
CCCCCCCCCC[n+]1cccc(C(N)=O)c1	96	106	105	110	85	75	77	76	80
Cc1ccc(-c2cn(CC(=O)Nc3ccc4c(ccn4Cc4ccccc4)c3)nn2)cc1	140	107	96	102	106	100	137	76	112
CC1=CC(C)(C(Cl)(Cl)Cl)C(C)=C/C1=N/O (centres undefined)	102	97	103	111	105	97	111	103	108

Filtered by structure, those above containing a carbonyl joined to an NH by a bond outside any ring
SMILES	SK-OV-3	NCI-H460	NCI-H322M	NCI/ADR-RES	NCI-H23	NCI-H522	COLO 205	NCI-H226	IGROV1
N[C@@H](CCC(=O)N[C@@H](CS)C(=O)NCC(=O)O)C(=O)O	109	108	106	104	103	110	102	97	108
CCOc1ccc2nc(NC(=O)Nc3ccccc3C)sc2c1	82	42	87	23	76	33	50	38	49
O=C(NNc1cn[nH]c(=O)c1Cl)/C(=C/c1ccc2c(c1)OCO2)NC(=O)c1ccccc1	102	106	103	98	96	89	102	98	100
Cc1ccccc1C(=O)NNC(=O)c1n[nH]c(=O)c2ccccc12	105	97	87	96	93	83	93	97	33
COc1cc2c(c(OC)c1OC)C(=O)CC(c1cccc(NC(=O)c3cccc(Cl)c3)c1)O2 (centres undefined)	98	85	90	79	87	63	104	83	88
Cn1ccc2cc(NC(=O)c3ccnnc3)ccc21	110	109	107	108	91	x	113	95	87
CC(C)C[C@@H](C=O)NC(=O)[C@H](Cc1ccccc1)NC(=O)c1cnccn1	111	108	102	106	104	100	112	96	104
CCCCCCCCCC[n+]1cccc(C(N)=O)c1	96	106	105	110	85	75	77	76	80
Cc1ccc(-c2cn(CC(=O)Nc3ccc4c(ccn4Cc4ccccc4)c3)nn2)cc1	140	107	96	102	106	100	137	76	112

Later entries:
SMILES	SK-OV-3	NCI-H460	NCI-H322M	NCI/ADR-RES	NCI-H23	NCI-H522	COLO 205	NCI-H226	IGROV1
CNC(=O)c1cccnc1	x	109	110	97	x	91	121	107	111
COc1ccc2c(c1)sc1nc(-c3ccccc3)c(-c3c(OC)cccc3OC)n12	99	80	81	90	62	69	98	95	71
CC(C)CCCCCCCCCCCSCNc1ccc(S(=O)(=O)c2ccc(NCSCCCCCCCCCCCC(C)C)cc2)cc1	107	111	96	100	98	99	113	110	95
CN1CCN(Cc2ccc(NC(=O)c3cccc(C#Cc4c(N)ncc5ccc(F)cc45)c3)cc2C(F)(F)F)CC1	6.7*	-92*	3.6*	-45*	-78*	-61*	-60*	4.6*	-42*
O=C1/C(=C\c2ccccc2)CN(C(=O)c2ccccc2F)C/C1=C\c1ccccc1	37	52	75	24	34	-3.3*	15	28	-11*
CC(=O)OCC1OC(n2cnc3c(=S)nc[nH]c32)C(OC(C)=O)C1OC(C)=O (centres undefined)	98&75	112&98	117&92	114&94	103&89	112&73	92&109	112&88	104&93
O=C1NC(=O)C(Cc2c[nH]c3ccccc23)N1 (centres undefined)	101	105	101	106	100	100	110	99	99
CN(C)S(=O)(=O)c1ccc(N)cc1	108	107	x	110	x	95	107	102	114
CC1(C)CC[C@]2(C(=O)O)CC[C@]3(C)C(=CC[C@@H]4[C@@]5(C)Cc6c([nH]c7ccccc67)C(C)(C)[C@@H]5CC[C@]43C)[C@@H]2C1	62	17	27	34	33	31	-15*	49	58
N#CNc1nc(O)cc(=O)[nH]1	122	111	110	111	107	99	175	119	104
Nc1ccc2c(O)c(N=Nc3ccc(N=Nc4ccc(S(=O)(=O)O)cc4)cc3)c(S(=O)(=O)O)cc2c1	102	x	104	108	99	89	118	100	109
N=C(N)n1ncc2c1CCCC2=O	105	106	100	102	98	98	109	92	100
CC1(C)CC[C@]2(C(N)=O)CC[C@]3(C)C(=CC[C@@H]4[C@@]5(C)C/C(=C/c6cccnc6)C(=O)C(C)(C)[C@@H]5CC[C@]43C)[C@@H]2C1	6.7*[100 µM]	-52*[100 µM]	-57*[100 µM]	-26*[100 µM]	-2.7*[100 µM]	-60*[100 µM]	-58*[100 µM]	-37*[100 µM]	-29*[100 µM]
CCn1cnc2c(SC)ncnc21	x	98	139	110	106	52	105	115	x
O=C(CCc1nnc(Cn2cnc3nc[nH]c3c2=O)o1)c1nc2ncccc2[nH]1	107	105	92	100	97	94	104	101	102
Cc1ccccc1N1CCN(C(=S)c2cccs2)CC1	95	94	84	91	88	74	114	85	81
CCOC(=O)C(Cl)Cc1ccccc1 (centres undefined)	97	103	121	107	104	94	107	101	116
COc1cc(-c2cncn2-c2ccc(-c3nc4cc(OC)c(OC)c(OC)c4s3)cc2)ccc1F	117	86	100	98	96	65	91	77	114
Cc1nc([P+](c2ccccc2)(c2ccccc2)c2ccccc2)c(N2CCCCC2)o1	21	13	78	107	17	29	-45*	54	33
O=C(O)/C=C/C(=O)Nc1ccc(Cl)cc1	92	103	99	103	101	x	100	99	106

Single records, from the list above:
COc1cc(-c2cncn2-c2ccc(-c3nc4cc(OC)c(OC)c(OC)c4s3)cc2)ccc1F is listed with SK-OV-3: 117; NCI-H460: 86; NCI-H322M: 100; NCI/ADR-RES: 98; NCI-H23: 96; NCI-H522: 65; COLO 205: 91; NCI-H226: 77; IGROV1: 114
O=C(O)/C=C/C(=O)Nc1ccc(Cl)cc1 is listed with SK-OV-3: 92; NCI-H460: 103; NCI-H322M: 99; NCI/ADR-RES: 103; NCI-H23: 101; NCI-H522: x; COLO 205: 100; NCI-H226: 99; IGROV1: 106

(more compounds)
SMILES	SK-OV-3	NCI-H460	NCI-H322M	NCI/ADR-RES	NCI-H23	NCI-H522	COLO 205	NCI-H226	IGROV1
CC(=O)Nc1ncnc2c1ccn2-c1ccc(NC(=O)c2ccc(Cl)c(C(F)(F)F)c2)cc1	102	104	89	92	94	74	113	89	102
C#Cc1cccc(NC(=O)C2CCCN(C(=O)CCl)C2)c1 (centres undefined)	90[8.25 µM]	97[8.25 µM]	111[8.25 µM]	93[8.25 µM]	-27*[8.25 µM]	-54*[8.25 µM]	27[8.25 µM]	1.8*[8.25 µM]	-72*[8.25 µM]
COc1cccc2c1OC13Oc4c(cccc4OC)C=C1CCCCC3=C2	x	98	87	88	89	91	97	x	84
COC(=O)c1ccccc1Cl	105	106	97	109	103	102	102	101	105
COc1cc(NC(=O)CSc2nc3ccc(Cl)cc3c(=O)n2Cc2ccccc2)cc(OC)c1OC	72	65	82	68	77	58	83	46	85
N#CCc1[nH]nc(N)c1C#N	104	104	94	113	105	95	110	105	107
O=c1[nH]c2nc[nH]c(=O)c2[nH]1	100	128	131	106	104	109	114	103	121
COc1ccc(N=Nc2c(N)nn3c(-c4cccs4)ccnc23)cc1	114	97	85	73	77	81	115	70	68
C=C(C)C#CC1(O)C=C(OC)C(OC)=CC1=O (centres undefined)	116[100 µM]	100[100 µM]	104[100 µM]	100[100 µM]	99[100 µM]	86[100 µM]	138[100 µM]	93[100 µM]	109[100 µM]
CN(CCN(C)Cc1occc(=O)c1O)Cc1occc(=O)c1O	101	100	88	92	91	95	96	100	92

In a second layout: entries from further up
| Structure | SK-OV-3 | NCI-H460 | NCI-H322M | NCI/ADR-RES | NCI-H23 | NCI-H522 | COLO 205 | NCI-H226 | IGROV1 |
| --- | --- | --- | --- | --- | --- | --- | --- | --- | --- |
| C#Cc1cccc(NC(=O)C2CCCN(C(=O)CCl)C2)c1 (centres undefined) | 90[8.25 µM] | 97[8.25 µM] | 111[8.25 µM] | 93[8.25 µM] | -27*[8.25 µM] | -54*[8.25 µM] | 27[8.25 µM] | 1.8*[8.25 µM] | -72*[8.25 µM] |
| C=C(C)C#CC1(O)C=C(OC)C(OC)=CC1=O (centres undefined) | 116[100 µM] | 100[100 µM] | 104[100 µM] | 100[100 µM] | 99[100 µM] | 86[100 µM] | 138[100 µM] | 93[100 µM] | 109[100 µM] |
| COC(=O)c1ccccc1Cl | 105 | 106 | 97 | 109 | 103 | 102 | 102 | 101 | 105 |

(listing goes on)
SMILES	SK-OV-3	NCI-H460	NCI-H322M	NCI/ADR-RES	NCI-H23	NCI-H522	COLO 205	NCI-H226	IGROV1
C=C1C(=O)O[C@H]2[C@H]1CC/C(COC(=O)NCc1cccc(OC)c1)=C\CC[C@@]1(C)O[C@@H]21	72	55	91	57	73	-70*	-71*	67	33
CC1=C(C(=O)O)CCc2ccccc21	116	104	117	103	100	104	112	96	110
N#Cc1ncc(-c2ccc(F)nc2F)c(NC2CCCCCC2)n1	98	102	100	98	98	81	98	89	107
CC(=O)Cc1ccc(-c2ccccc2)cc1	108	103	86	103	96	111	115	91	x
O=C(COc1ccc(NC(=O)C2CCCCC2)cc1)NO	99	108	x	107	100	97	103	97	109
COc1ccc(Cl)cc1NC(=O)c1cc2c(n1C)-c1nc(NC(=O)C(C)(C)C)sc1CC2	68	98	91	94	88	69	98	90	98
CCOP(=O)(CNC(=O)/C(=C\c1ccc(C)cc1)NC(=O)c1ccccc1)OCC	100	109	99	104	103	91	114	105	101
O=P1(NC2CCCCC2)OCC2(CO1)COP(=O)(NC1CCCCC1)OC2 (centres undefined)	107	113	125	107	106	x	110	111	107
CCN(CC)CCNc1ccc(CO)c2oc3ccccc3c(=O)c12	98	98	99	86	102	79	87	89	102
